TEAD-YAP inh: TEAD-YAP interaction inhibition; HEK-TIYL cells, TEAD-Gal4/YAP UAS-luciferase luminescence; inhibition, % at 9.12 µM; 640,000 compounds, 1.4% hits; AID 1259422; in the data active = inhibition above about 32%;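 also: 0% = median of test compound wells and 100% = reference inhibitor wells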
MITF primary: blocks human microphthalmia-associated transcription factor; O75030; 650,000 compounds, 0.91% hits; AID 1259374; AlphaScreen MITF homodimerization, bead proximity signal; inhibition, % at 2.6 µM; in the data active = inhibition above about 50%;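 also: 0% = vehicle wells with protein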
FBW7 act: human FBW7 E3 ligase activation, primary screen | AlphaScreen FBW7–phospho-cyclin E peptide binding, activator screen | normalized activity (activation), % at 26.1 µM | 650,000 compounds, 0.13% hits; in the data active = normalized activity above about 1.9%;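 also: purified mutant Fbw7 with reduced substrate affinity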
Target sequence (Q969H0 whole entry, looked up): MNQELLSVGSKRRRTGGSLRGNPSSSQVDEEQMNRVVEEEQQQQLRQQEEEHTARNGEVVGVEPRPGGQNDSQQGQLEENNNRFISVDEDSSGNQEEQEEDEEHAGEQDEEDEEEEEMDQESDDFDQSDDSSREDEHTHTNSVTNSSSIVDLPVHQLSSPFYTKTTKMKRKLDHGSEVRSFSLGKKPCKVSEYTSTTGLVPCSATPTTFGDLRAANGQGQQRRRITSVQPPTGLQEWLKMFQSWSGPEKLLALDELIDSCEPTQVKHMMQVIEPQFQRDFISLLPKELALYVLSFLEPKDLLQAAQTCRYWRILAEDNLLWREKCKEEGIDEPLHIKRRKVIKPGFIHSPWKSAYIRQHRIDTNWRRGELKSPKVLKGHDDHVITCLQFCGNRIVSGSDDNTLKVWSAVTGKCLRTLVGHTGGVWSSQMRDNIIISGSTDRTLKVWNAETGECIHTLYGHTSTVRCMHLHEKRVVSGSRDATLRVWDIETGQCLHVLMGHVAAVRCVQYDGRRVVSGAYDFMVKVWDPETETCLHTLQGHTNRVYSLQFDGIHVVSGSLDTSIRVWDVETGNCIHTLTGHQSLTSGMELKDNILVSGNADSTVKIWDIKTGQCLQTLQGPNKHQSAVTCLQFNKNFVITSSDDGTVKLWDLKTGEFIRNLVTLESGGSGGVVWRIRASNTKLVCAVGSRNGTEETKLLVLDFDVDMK
GPR151 ag: activators of human GPR151; PathHunter beta-arrestin GPR151 cells, luminescence; activation, % at 11.2 µM; Q8TDV0; 650,000 compounds, 1% hits; AID 1508602; in the data active = activation above about 4.9%;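 also: 0% = median of compound wells and 100% = cells with positive control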
Target sequence (Q8TDV0 whole entry, looked up): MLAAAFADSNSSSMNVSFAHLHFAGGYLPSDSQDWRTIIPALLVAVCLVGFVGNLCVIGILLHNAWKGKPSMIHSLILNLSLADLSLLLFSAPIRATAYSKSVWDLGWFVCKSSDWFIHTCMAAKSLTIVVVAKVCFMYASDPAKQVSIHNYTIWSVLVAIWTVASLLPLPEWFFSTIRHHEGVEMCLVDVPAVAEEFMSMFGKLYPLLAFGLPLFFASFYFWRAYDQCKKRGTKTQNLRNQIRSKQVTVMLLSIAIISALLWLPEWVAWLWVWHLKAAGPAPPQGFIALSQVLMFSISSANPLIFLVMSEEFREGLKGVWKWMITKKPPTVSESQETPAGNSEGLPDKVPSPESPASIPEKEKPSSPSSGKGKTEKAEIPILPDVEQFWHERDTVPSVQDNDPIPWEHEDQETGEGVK
* = called active by the depositor; i = inactive; · = no result given. This is a random part of the collection (roughly 3.5% active in at least one column).

SMILES	TEAD-YAP inh	MITF primary	FBW7 act	GPR151 ag
CCCCOC(=O)Nc1cc(OC)c(Cl)cc1OC	-6	-12	-0.3	-0.7
O=C(Nc1ccc(C(=O)N2CCOCC2)cc1)Nc1cccc(Cl)c1	-32	-3	-0.4	-1.4
Cc1cccc(NCC(O)Cn2c3ccccc3c3ccccc32)c1 (stereo unspecified)	0	12	-0.2	0.7
CC(C)CCNC(=O)c1cc(Sc2ccc(F)cc2)nc2ccccc12	10	1	0.5	0.2
COc1ccc(/C(O)=C2/C(=O)C(=O)N(CCc3ccccc3)C2c2ccc([N+](=O)[O-])cc2)cc1 (stereo unspecified)	-16	12	-0.2	1.6
COc1ccc(OC)c(C2/C(=C(\O)c3ccccc3)C(=O)C(=O)N2CC(OC)OC)c1 (stereo unspecified)	2	2	0.4	1.1
CCCCCn1c(=N)c(S(=O)(=O)c2ccccc2)cc2c(=O)n3ccccc3nc21	-1	-4	0.2	0.3
CCc1ccc(NC(=O)CSc2nnc(-c3cccc(NC(C)=O)c3)n2C)cc1	13	1	-0.1	0.2
COC(=O)c1cccc(NC(=O)/C(=C\c2cccc([N+](=O)[O-])c2)NC(=O)c2ccccc2OC)c1	-7	3	0.0	1.0
CC(=O)c1cccc(NC(=O)NCc2nc(-c3ccncc3)n[nH]2)c1	10	24	0.1	1.3

Later entries:
SMILES	TEAD-YAP inh	MITF primary	FBW7 act	GPR151 ag
FC(F)(F)c1ccc(-c2cnnc(N3CCN(Cc4cccnc4)CC3)n2)cc1	6	-2	-0.2	6.0*
CCOc1ccc(NC(=O)c2ccc(F)c(S(=O)(=O)N3CCN(c4ccccc4F)CC3)c2)cc1	10	5	-0.1	0.9
COC(=O)Nc1ccc(S(=O)(=O)Nc2ccccc2C(=O)O)cc1	-20	-8	0.0	0.1
COc1cc(/C=C2/C(=O)N(c3ccc(Br)cc3)N=C2C)cc([N+](=O)[O-])c1O	-3	10	-0.2	-0.9
CCOC(=O)c1cnc(SCC(=O)Nc2cccc(SC)c2)nc1N	-14	5	0.2	0.0
C/C(N)=C(/C#N)C(=O)COC(=O)c1c2c(nc3ccccc13)/C(=C/c1ccco1)CC2	-17	82*	-0.2	2.8
COc1cc2[nH]cc(S(=O)(=O)c3ccc(Cl)cc3)c(=O)c2cc1OC	6	4	0.1	-1.6
Cc1ccc(CN2CCN3C(=O)[C@H]4CCCN4C(=O)[C@H]3C2)cc1F	-9	3	0.0	-1.1
O=C(CNC(=O)c1ccco1)N/N=C/c1cc(Br)cc(Br)c1O	7	-4	-0.1	0.1
COc1ccc(COC(=O)C2=C(C)NC(=O)NC2c2cc(Br)c(O)c(OC)c2)cc1 (stereo unspecified)	-1	13	0.2	-0.4

The list goes on:
SMILES	TEAD-YAP inh	MITF primary	FBW7 act	GPR151 ag
Cc1ccc(C(=O)NCC(=O)OCC(=O)NC(N)=O)cc1	-4	-1	-0.1	-0.1
COc1ccc(C(=O)CN2CCc3nc4nc(C)ccc4cc3C2)cc1	-5	25	0.2	-2.3
COCCN(Cc1cc2cc3c(cc2[nH]c1=O)OCO3)C(=O)c1ccccc1	-6	-10	-0.4	2.3
N#CCc1c(C#N)c(N)nc(NCc2ccco2)c1C#N	-16	-7	0.5	-1.8
COc1cccc(Cn2ccn(-c3ccccc3)c(=O)c2=O)c1	15	2	0.2	1.6
Cc1ccc(CNS(=O)(=O)c2cc(C(=O)Nc3ccc(C(C)C)cc3)ccc2F)cc1	4	13	0.3	5.8*
Cc1cc(OCC(=O)NNC(=O)CCOc2ccccc2)cc(C)c1Cl	6	-14	-0.1	2.6
COc1ccccc1NC(=O)c1cc(S(=O)(=O)N2CCCCCC2)ccc1F	-10	33	1.0	-0.9
O=C(CC1Oc2ccccc2NC1=O)NC1CCCCCC1 (stereo unspecified)	9	7	0.3	0.4
CC1(C)CC(=O)C(Sc2ccc(Br)cc2)C(=O)C1	0	15	0.2	-1.1

Going on with the list.
SMILES	TEAD-YAP inh	MITF primary	FBW7 act	GPR151 ag
O=S(=O)(NCC(c1ccco1)N1CCN(c2ccccc2F)CC1)c1ccccc1 (stereo unspecified)	5	4	-0.1	-1.3
CSc1nnc(NC(=O)CC(C)C)s1	1	0	0.0	-0.9
NC(=O)COc1ccc(-c2noc(COc3ccc(Cl)cc3)n2)cc1	-4	-9	0.1	0.5
CC1CC(C)CN(C(=O)CN(C)S(=O)(=O)c2cccc3cccnc23)C1 (stereo unspecified)	-12	0	0.1	-0.3
CC(=O)Nc1ccccc1NC(=O)Cc1ccccc1	5	8	-0.2	-0.2
CCC(=O)Oc1ccc2c(=O)c(Oc3cc(C)cc(C)c3)coc2c1	11	4	0.4	-0.6
CSC1=C(C#N)C2(CCCCC2)C(C(=O)Nc2ccccc2)=C(C)N1	-3	-5	0.2	-0.6
CN/N=C/c1cc([N+](=O)[O-])ccc1N1CCCCC1	8	8	-0.1	-0.8
COc1ccccc1-c1nnc(NC(=O)Cc2ccc(F)cc2)s1	6	21	0.4	0.3
CCC(=O)NC(c1nnc2n1CCN(Cc1ccco1)CC2)C(C)C (stereo unspecified)	-1	-15	-0.1	0.1

Part of the list above in order of length of the SMILES, rising:
SMILES	TEAD-YAP inh	MITF primary	FBW7 act	GPR151 ag
CN/N=C/c1cc([N+](=O)[O-])ccc1N1CCCCC1	8	8	-0.1	-0.8
CCC(=O)Oc1ccc2c(=O)c(Oc3cc(C)cc(C)c3)coc2c1	11	4	0.4	-0.6
CSC1=C(C#N)C2(CCCCC2)C(C(=O)Nc2ccccc2)=C(C)N1	-3	-5	0.2	-0.6

Additional results
SMILES	TEAD-YAP inh	MITF primary	FBW7 act	GPR151 ag
COc1ccccc1C1(CCN)CCOC(C)(C)C1 (stereo unspecified)	9	15	0.1	1.8
O=C(O)c1cccc(Nc2nc(-c3ccc(O)c(O)c3)cs2)c1	15	80*	0.0	-0.5
CN(C)C(CNCC(O)COc1ccccc1)c1cccs1 (stereo unspecified)	9	71*	-0.2	2.3
CCn1cc(CN2CCC3(CCC(CNC(=O)c4ccco4)O3)CC2)c(C)n1 (stereo unspecified)	-3	-11	0.0	0.6
Cc1cc(C)nc(N2CCC(N(CCN(C)C)S(C)(=O)=O)CC2)n1	2	19	0.1	0.5
NNC(=O)c1ccc(OCc2cccc(Br)c2)cc1	6	-8	0.0	0.1
S=C(NC1CC1)N1CCc2ccccc2C1	6	16	-0.1	-0.6
COC(=O)C1=NN(C(C)=O)C2C(=O)N(c3cccc(C)c3)C(=O)C12 (stereo unspecified)	5	1	-0.1	2.7
CCCCC(O)(CCCC)C(=O)NN(C(=O)c1csc2c1CCCC2)c1ccccc1	-6	7	0.1	0.9
COc1ccc(NC(=O)c2ccc3c(=O)n(-c4ccc(F)c(Cl)c4)c(=S)[nH]c3c2)cc1	-11	-4	0.0	1.2

Next part.
SMILES	TEAD-YAP inh	MITF primary	FBW7 act	GPR151 ag
O=C(CCCn1c(=S)[nH]c2ccc(Br)cc2c1=O)N1CC=C(c2ccccc2)CC1	-6	0	0.0	1.1
O=C(O)c1cccc(-n2c(=S)[nH]c3cc(Cl)ccc3c2=O)c1	-5	5	0.1	0.4
COc1ccc(C(=O)N2CCN=C2SCc2ccccc2)cc1	-9	-1	-0.3	-0.3
O=C1CCCC2=C1C(C#Cc1ccccc1)C1=C(CCCC1=O)O2	9	-7	0.0	-1.3
COc1cc(-c2nc(C(N)=O)c3[nH]c(=O)n(-c4ccc(C)cc4)c3n2)cc(OC)c1OC	6	-11	-0.1	0.5
CCOC(=O)C1CCN(c2nc(-c3cccnc3)nc3c2CN(C(C)=O)CC3)CC1	6	5	0.0	0.7
Cc1ccccc1NC(=O)Nc1ccnn1C1CCN(Cc2ccc3c(c2)OCCO3)CC1	11	1	0.0	-0.2
CCCCCCCNC(=O)c1cc(=O)[nH]c2ccc(S(=O)(=O)N3CCCC3)cc12	-7	4	-0.1	-0.3
CSCC[C@H](NC(=O)[C@H](CC(C)C)NC(=O)CNC(=O)[C@@H](NC(=O)[C@H](Cc1ccccc1)NC(=O)[C@H](Cc1ccccc1)NC(=O)[C@H](CC(=O)O)NC(=O)[C@H](Cc1cnc[nH]1)NC(=O)[C@H](CCSC)NC(=O)[C@@H](N)CC(=O)O)C(C)C)C(N)=O	·	-5	0.0	0.0
CC1CCCCN1S(=O)(=O)c1ccc(Br)c2ccccc12 (stereo unspecified)	2	-23	0.0	1.3

Additional compounds
SMILES	TEAD-YAP inh	MITF primary	FBW7 act	GPR151 ag
O=C(CCSc1ccccc1)Nc1cccc2ccc(-n3ccnc3)nc12	-4	-2	0.1	0.4
CC(Cl)C(=O)NNC(=O)CNS(=O)(=O)c1ccccc1 (stereo unspecified)	-2	-7	-0.1	-0.6
O=C(Nc1nnc(N2CCCCCC2)s1)c1csc2c1CCCC2	1	7	-0.1	-1.3
Nc1ncnc(N2CC(=O)N(CCc3ccccc3)C(=O)C2)c1[N+](=O)[O-]	-8	10	-0.2	0.8
O=C(Nc1ccc(S(=O)(=O)Nc2ncccn2)cc1)c1ccc(F)cc1F	-8	-8	0.1	-0.6
Cc1ccc(C)c(N2CCN(C(=O)c3ccc(SCc4cccnc4)c([N+](=O)[O-])c3)CC2)c1	-8	2	0.0	-1.8
Cc1ccc(CN2CCc3nnc(CNC(=O)c4cccc(F)c4)n3CC2)c(C)c1	7	18	0.4	-0.5
C=CCNC(=O)CN(Cc1ccc(Br)cc1)S(=O)(=O)c1ccc(C)cc1	-9	13	0.4	-0.9
O=c1oc2ccccc2c2c1ncn2CCN1CCCC1	2	3	-0.2	0.1
CC(C)NC(=O)c1cc2c(s1)CSC2	2	-3	-0.1	0.1

Next structures.
SMILES	TEAD-YAP inh	MITF primary	FBW7 act	GPR151 ag
CC1=NN(C(=O)c2ccco2)C(O)(c2cccnc2)C1 (stereo unspecified)	-53	10	0.7	-1.2
O=C(CCN1C(=O)c2ccccc2C1=O)Nc1ccc([N+](=O)[O-])cc1	1	-1	0.0	3.8
CCC(Cc1ccccc1)NCc1c(C(=O)O)n(Cc2ccccc2)c2ccccc12 (stereo unspecified)	7	-6	-0.1	0.9
O=C(Nc1ccc(Br)cc1)c1cc2nc(-c3ccccc3)cc(-c3ccccc3)n2n1	6	-2	-0.1	0.0
CC1(C)Cc2c(sc(NC(=O)C3CCCCC3)c2C#N)CO1	-28	-1	-0.1	1.0
COc1cccc(-c2cc(C(=O)N3N=C(C)CC3(O)C(F)(F)F)c3ccccc3n2)c1 (stereo unspecified)	15	11	0.1	0.5
Cc1ncc2c(NCCN(C)C)nc3ccccc3n12	46*	11	0.1	0.8
Cc1ccccc1N1CCN(C(=O)CCN2C(=O)c3ccccc3C2=O)CC1	-30	4	0.1	-1.3
COc1cccc(OCC(=O)Nc2c(C(=O)Nc3cccc(F)c3)oc3ccccc23)c1	1	8	-0.1	1.0
COc1ccc(OC)c(NC(=O)C(=O)N2CCN(c3ccccc3)CC2)c1	6	5	-0.1	-0.3

Record cards (already shown). Values in the order: TEAD-YAP inh, MITF primary, FBW7 act, GPR151 ag
COC(=O)C1=NN(C(C)=O)C2C(=O)N(c3cccc(C)c3)C(=O)C12 (stereo unspecified) is listed with 5, 1, -0.1, 2.7
O=C(CCCn1c(=S)[nH]c2ccc(Br)cc2c1=O)N1CC=C(c2ccccc2)CC1 is listed with -6, 0, 0.0, 1.1
CC(Cl)C(=O)NNC(=O)CNS(=O)(=O)c1ccccc1 (stereo unspecified) is listed with -2, -7, -0.1, -0.6

Next part:
SMILES	TEAD-YAP inh	MITF primary	FBW7 act	GPR151 ag
CCCOc1ccc(/C=N/NC(=O)C(C)Sc2nc(C)cc(C)n2)cc1 (stereo unspecified)	15	-4	-0.1	1.4
O=C(NCC1CCCO1)/C(=C/c1ccc(Cl)cc1)NC(=O)c1ccccc1 (stereo unspecified)	2	13	-0.1	0.8
COCCNc1nc(-c2ccc(OC)cc2)c(-c2ccc(OC)cc2)s1	-6	15	0.2	-1.4
N=C1C(c2nc3ccccc3c(=O)[nH]2)=C(O)CN1c1ccc(Cl)cc1	-6	2	0.2	-0.2
CCOC(=O)c1ccc(NC(=O)CSc2nc3cc(C(=O)OC)ccc3c(=O)n2CCc2ccc(OC)c(OC)c2)cc1	6	1	0.1	0.4
COc1ccc(-c2cc(C(F)(F)F)n3ncc(C(=O)NCC4CCCO4)c3n2)cc1 (stereo unspecified)	0	-8	0.3	-0.7
Cc1cc(C)c(S(=O)(=O)Nc2ccc3oc4c(c3c2)CCCC4)c(C)c1	-9	-7	0.0	0.2
CCOc1ccccc1-n1c(N)c(C#N)c(N)c(C#N)c1=S	5	14	0.4	0.3
O=C1NC(=S)S/C1=C\c1cc(Br)c(I)o1	5	28	-0.5	0.1
CCOc1cccc(C2CC(c3ccc4c(c3)OCO4)=NC(c3cc(Br)ccc3OC)N2)c1O (stereo unspecified)	-55	11	0.1	2.0

Continuation:
SMILES	TEAD-YAP inh	MITF primary	FBW7 act	GPR151 ag
CCCCC(=O)Nc1nn2c(-c3cccc(OC)c3)nnc2s1	-9	-6	-0.1	2.8
COc1ccc(C)cc1-n1cnc2cc(C(=O)NC3CCCC3)ccc21	-3	3	-0.1	2.6
Cc1ccc([N+](=O)[O-])cc1N(CC(=O)N1CCC(Cc2ccccc2)CC1)S(C)(=O)=O	7	i	0.1	2.0
Cc1cccc(OCCCNC(C)(C)C)c1	7	-2	0.0	-0.9
CCCC(c1nnnn1Cc1cccs1)N1CCN(c2ccc(OC)cc2)CC1 (stereo unspecified)	7	12	-0.1	-0.7
O=C(O)CC(NCc1ccco1)C(=O)Nc1cccc2ccccc12 (stereo unspecified)	-5	16	0.0	0.3
Cc1ccc(NC(=O)c2ccc(F)cc2)cc1Br	-47	-1	0.1	-0.9

Screening data from PubChem BioAssay.
